Pf Dd2 inh – inhibitors of Plasmodium falciparum Dd2 growth. P. falciparum Dd2 growth, SYBR Green, 72 h; stronger effect = lower value. AID 1159554. activity change, % at 10 µM. 94,000 tested, 2.3% active; in the data active = activity change below about -80%; inconclusive = no clear call, values can overlap the other calls
T cruzi growth – blocks T. cruzi growth in NIH3T3 culture; inhibition, % at 8.34 µM; 77,000 tested, 5.9% active; T. cruzi beta-gal in NIH3T3, GalScreen luminescence, 90 h;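 active = mean inhibition above about 93%, with at least 55% of replicates each passing it, limit read from the data, passing the limit was not always enough; inconclusive = only one of those two conditions holds; inactive = neither condition holds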
C diff HTS – inhibitors of Clostridium difficile growth. Clostridium difficile clinical isolate growth, OD600, 24 h; stronger effect = lower value. growth activity, negative = inhibition, % at 16 µg/mL (by protocol). 86,000 tested, 0.25% active;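 active = mean growth activity at or below -80% and every replicate also at or below -80%; inconclusive = mean at or below -80% but some replicate above -80%; inactive = mean growth activity above -80%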;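 note: 0% = DMSO wells and -100% = levofloxacin 16 µg/mL wells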
GASC1 inh – blocks human GASC-1 (KDM4C) demethylase activity. Q9H3R0. GST-KDM4C 2-372, H3K9me3 peptide, LANCE TR-FRET. inhibition, % at 12.5 µM. 96,000 tested, 0.15% active;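 active = mean replicate inhibition above about 25%, with at least 55% of replicates also reaching it, limit read from the data, passing the limit was not always enough; inconclusive = only one of those two conditions met; inactive = neither condition met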
Target sequence (Q9H3R0 2-372 limits assumed): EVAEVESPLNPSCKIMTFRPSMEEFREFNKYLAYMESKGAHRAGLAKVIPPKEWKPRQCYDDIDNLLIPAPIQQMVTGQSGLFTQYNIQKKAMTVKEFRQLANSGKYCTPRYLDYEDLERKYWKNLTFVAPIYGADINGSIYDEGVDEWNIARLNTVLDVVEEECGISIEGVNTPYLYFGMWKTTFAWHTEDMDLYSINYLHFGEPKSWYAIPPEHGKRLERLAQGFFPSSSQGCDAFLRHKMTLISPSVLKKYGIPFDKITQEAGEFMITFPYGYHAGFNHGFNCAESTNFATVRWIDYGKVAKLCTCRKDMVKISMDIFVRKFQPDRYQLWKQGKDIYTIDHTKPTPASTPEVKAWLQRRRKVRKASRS
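Assay system: GST-GASC-1 enzyme fragment 2-372 | Amount: 10 nM enzyme | Medium: HEPES buffer, pH 7.5, plus ascorbate | Reagent: H3K9me3 peptide substrate, Fe(II), 2-oxoglutarate | Doses: Single-point compound screen | Incubation: 30 min demethylation and 1 h detection at room temperature | Measured by: LANCE TR-FRET, excitation 340 nm, emissions 618 and 671 nm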
An asterisk follows results filed as active; ? = inconclusive; nt = not tested or not shown; & = joins results of further samples.

SMILES | Pf Dd2 inh | T cruzi growth | C diff HTS | GASC1 inh
O=C(Cc1cccnc1)N[C@@H]1CC[C@@H](CCn2cc(-c3ccccc3F)nn2)O[C@@H]1CO | 12 | -60 | 0 | -1.0
CC(C)CC#Cc1cnc2c(c1)C(=O)N([C@H](C)CO)C[C@H](C)[C@@H](CN(C)C(=O)Cc1ccccc1)O2 | -9 | 37 | -4 | 0.3
CC(C)NC(=O)N(C)C[C@@H]1Oc2c(NS(=O)(=O)c3cn(C)cn3)cccc2C(=O)N([C@H](C)CO)C[C@H]1C | 24 | -1 | -1 | 17
C[C@@H]1CN([C@@H](C)CO)C(=O)c2cccc(NS(=O)(=O)c3cccs3)c2O[C@H]1CN(C)C(=O)Nc1ccc2c(c1)OCO2 | 17 | -44 | nt | 0.0
O=C(C[C@H]1CC[C@H]2[C@@H](COC[C@H](O)CN2C(=O)Cc2ccccc2)O1)NC1Cc2ccccc2C1 | -61 | 20 | 3&2 | -0.5
C[C@@H]1CN([C@H](C)CO)S(=O)(=O)c2ccc(C#Cc3ccccc3)cc2O[C@H]1CN(C)C | -61 | 48 | 11 | 14
CN(C)CC(=O)Nc1ccc2c(c1)[C@H]1C[C@@H](CC(=O)N3CCN(C)CC3)O[C@H](CO)[C@H]1O2 | 15 | -12 | 0 | -0.4
O=S(=O)(N[C@@H]1CC[C@@H](CCn2cc(-c3cccnc3)nn2)O[C@@H]1CO)c1ccc(F)cc1 | -11 | -3 | 2 | 0.5
C[C@@H]1CN([C@H](C)CO)C(=O)c2cc(NC(=O)C3CCCCC3)ccc2O[C@@H](C)CCCCO[C@H]1CN(C)C(=O)Nc1cccc2ccccc12 | ? | 40 | 3 | -3.9
C[C@H](CO)N1C[C@H](C)[C@H](CN(C)CC2CCCCC2)Oc2ccc(NC(=O)Nc3ccc(F)cc3)cc2C1=O | 7 | 16 | 13 | 1.5
COCC(=O)N(C)C[C@H]1Oc2cc(-c3ccncc3)ccc2S(=O)(=O)N([C@@H](C)CO)C[C@H]1C | -4 | 21 | 2 | -1.1
O=C(NCC1CC1)[C@@H]1[C@@H](CO)[C@@H]2Cn3c(ccc(-c4ccccc4F)c3=O)[C@H]1N2Cc1cccnc1 | nt | -134 | 1 | 0.5
C[C@@H]1CN([C@@H](C)CO)C(=O)c2cc(-c3cccc(F)c3)cnc2O[C@@H]1CN(C)Cc1ccncc1 | 32 | 89 | -3 | nt
COc1ccc2c3c([nH]c2c1)[C@@H](CO)N(C(=O)c1cccc(F)c1)CC31CCN(C(C)=O)CC1 | -37 | nt | 1 | nt
CC(C)C[C@@H]1COCc2cn(nn2)CCCC(=O)N1 | nt | nt | -3 | -0.9
C/C=C/c1cnc2c(c1)C(=O)N([C@@H](C)CO)C[C@@H](C)[C@@H](CN(C)S(=O)(=O)c1ccc(F)cc1)O2 | 4 | 35 | 1 | 0.8
O=C1CNC[C@H]2[C@H](c3ccc(C4=CCCCC4)cc3)[C@H](CO)N12 | 0 | nt | -12 | 2.0
O=C(C[C@H]1CC[C@H](NS(=O)(=O)c2ccc(F)cc2)[C@H](CO)O1)NCc1ccccc1F | 26 | nt | 0 | 1.3
C[C@@H]1CN([C@@H](C)CO)C(=O)c2cc(NC(=O)Cc3cn(C)c4ccccc34)ccc2O[C@@H]1CN(C)S(=O)(=O)c1ccccc1 | -19 | 50 | 2 | nt
C[C@@H]1CN([C@H](C)CO)C(=O)c2cc(C#CC(C)(C)O)cnc2O[C@@H]1CN(C)C(=O)C1CCOCC1 | 20 | -15 | -3 | 0.2
Cc1ccccc1-c1cnc2c(c1)C(=O)N([C@H](C)CO)C[C@@H](C)[C@H](CN(C)C(=O)c1ccncc1)O2 | -1&-5 | -17&-14 | 1&0 | -1.4
C[C@H](CO)N1C[C@H](C)[C@H](CN(C)Cc2ccncc2)Oc2ccc(NC(=O)CCCCCC(=O)Nc3ccccc3N)cc2CC1=O | 2 | 31 | -2 | -1.3
C[C@H]1CCCCO[C@H](CN(C)C(=O)Nc2ccc(C(F)(F)F)cc2)[C@@H](C)CN([C@@H](C)CO)C(=O)c2cc(NC(=O)CCC(F)(F)F)ccc2O1 | -69 | 103 | 0 | 0.0
CC(C)c1cn(CC[C@@H]2CC[C@H](NC(=O)C3CC3)[C@H](CO)O2)nn1 | 23 | -17 | nt | -1.4
C[C@H](CO)N1C[C@H](C)[C@@H](CN(C)CC2CCCCC2)Oc2ccc(NS(=O)(=O)c3ccc(F)cc3)cc2CC1=O | -28 | 107* | -13 | -0.1
C[C@H](CO)N1C[C@H](C)[C@@H](CN(C)S(=O)(=O)c2cn(C)cn2)Oc2ccc(NC(=O)NC3CCCCC3)cc2C1=O | 16 | 21 | 0 | 1.4
COc1ccc2c3c([nH]c2c1)[C@@H](CO)N(C(=O)C1CCOCC1)CC31CCN(C)CC1 | 27 | nt | 1 | 0.1
CN(C)C(=O)C[C@@H]1CC[C@@H](NC(=O)c2ccc(F)cc2)[C@H](CO)O1 | 34 | -7 | nt | 0.2
C[C@@H]1CN([C@H](C)CO)C(=O)c2cc(NC(=O)Cc3ccccc3)ccc2O[C@@H](C)CCCCO[C@@H]1CN(C)C(=O)CCC(F)(F)F | nt | 57 | -8 | 1.9
CO[C@H]1CN(C)C(=O)c2cc(NC(C)=O)ccc2OC[C@H](C)N(C(=O)CN(C)C)C[C@H]1C | 9 | nt | -3 | 0.2
NCC[C@H]1CC[C@@H](NC(=O)Cc2ccncc2)[C@@H](CO)O1 | 1 | -9 | -2 | 0.7
O=C1CCCn2cc(nn2)COC[C@H](c2ccccc2)N1 | nt | nt | -2 | -3.2
C[C@@H]1CN([C@H](C)CO)C(=O)c2cc(N(C)C)ccc2O[C@@H]1CN(C)C(=O)Nc1ccc(C(F)(F)F)cc1 | -17 | nt | -3 | 9.8
CCS(=O)(=O)N1CCC2(CC1)CN(S(=O)(=O)c1ccc(C)cc1)[C@H](CO)c1[nH]c3cc(OC)ccc3c12 | -53 | nt | 10 | -0.6
COc1ccc2c3c(n(C)c2c1)[C@@H](CO)N(C)CC31CN(S(C)(=O)=O)C1 | -49 | nt | 1 | -0.6
CCCC#Cc1cnc2c(c1)C(=O)N([C@@H](C)CO)C[C@H](C)[C@H](CN(C)C(=O)c1cnccn1)O2 | 12 | -19 | 4 | 1.6
COc1ccccc1NC(=O)N[C@@H]1C=C[C@@H](CC(=O)NCc2ccc(Cl)c(Cl)c2)O[C@@H]1CO | 47 | nt | -5 | -0.6
CO[C@H]1CN(C)C(=O)c2ccc(NC(=O)C3CCOCC3)cc2OC[C@@H](C)N(C(=O)c2ccccc2)C[C@H]1C | 1 | -37 | nt | 1.4
C/C=C/c1ccc2c(c1)O[C@@H](CN(C)Cc1cncnc1)[C@H](C)CN([C@H](C)CO)S2(=O)=O | -12 | nt | -3 | 1.1
O=C(c1cnccn1)N1CC[C@H]2[C@H](CO)Nc3ccc(C#Cc4cccnc4)cc3[C@H]21 | -9 | 3 | 0 | -1.1
CC(C)C#Cc1cnc2c(c1)C(=O)N([C@@H](C)CO)C[C@@H](C)[C@H](CN(C)Cc1ccccc1F)O2 | nt | 45 | -7 | nt
COc1cccc(-c2cnc3c(c2)C(=O)N([C@@H](C)CO)C[C@H](C)[C@H](CN(C)C(=O)Nc2ccccc2F)O3)c1 | 1 | 43 | -7 | -0.1
CCC(=O)N[C@@H]1CC[C@H](CC(=O)NCc2ccccc2OC)O[C@@H]1CO | 12 | -39 | 5 | 1.0
C[C@@H]1CN([C@H](C)CO)C(=O)c2cc(NC(=O)CCCCCC(=O)Nc3ccccc3N)ccc2O[C@@H]1CN(C)S(C)(=O)=O | 10 | -13 | 0 | -0.3
O=S(=O)(N[C@H]1CC[C@@H](CCn2cc(-c3ccccc3F)nn2)O[C@@H]1CO)c1ccc(Cl)cc1 | -35 | 34 | -12 | 0.3
O=C(C[C@@H]1C=C[C@@H](NS(=O)(=O)c2ccccc2)[C@H](CO)O1)NCc1ccccc1F | 6 | 31 | -8 | 1.1
C[C@@H]1CCCCO[C@@H](CN(C)S(=O)(=O)c2ccc(F)cc2)[C@@H](C)CN([C@H](C)CO)C(=O)c2cc(NS(=O)(=O)c3cn(C)cn3)ccc2O1 | 19 | 3 | 4 | -1.0
C[C@@H]1CN([C@H](C)CO)S(=O)(=O)c2ccc(C#CCN(C)C)cc2O[C@H]1CN(C)Cc1ccccc1F | -67 | 110* | -4 | 8.1
C[C@@H]1CCCCO[C@H](CN(C)C(=O)C2CCCCC2)[C@H](C)CN([C@H](C)CO)C(=O)c2cc(NC(=O)Cc3ccccc3)ccc2O1 | -72 | 57 | 12 | 0.3
O=C(C1CCCC1)N1CCCCN2[C@H](CO)[C@@H](c3ccc(C#CC4(O)CCCC4)cc3)[C@H]2C1 | -13 | 104* | -1 | nt
CCCNC(=O)C[C@H]1CC[C@@H]2[C@@H](COc3ccc(NC(=O)NC(C)C)cc3C(=O)N2C)O1 | 12 | 21 | -1 | 0.1
O=C1CN(S(=O)(=O)Cc2ccccc2)C[C@@H]2[C@H](c3ccc(C#Cc4cccc(F)c4)cc3)[C@@H](CO)N12 | -46 | nt | -8 | -2.3
C[C@@H]1CN([C@H](C)CO)C(=O)c2cccc(NC(=O)NC3CCCCC3)c2O[C@@H]1CN(C)C | 5 | nt | -5 | 3.1

Complete entries, quoted from the list:
C[C@@H]1CN([C@H](C)CO)S(=O)(=O)c2ccc(C#CCN(C)C)cc2O[C@H]1CN(C)Cc1ccccc1F in the list: Pf Dd2 inh: -67; T cruzi growth: 110*; C diff HTS: -4; GASC1 inh: 8.1
O=C(C1CCCC1)N1CCCCN2[C@H](CO)[C@@H](c3ccc(C#CC4(O)CCCC4)cc3)[C@H]2C1 in the list: Pf Dd2 inh: -13; T cruzi growth: 104*; C diff HTS: -1; GASC1 inh: nt

Molecules shown so far that have an NH in an aromatic ring, in the order listed:
SMILES | Pf Dd2 inh | T cruzi growth | C diff HTS | GASC1 inh
COc1ccc2c3c([nH]c2c1)[C@@H](CO)N(C(=O)c1cccc(F)c1)CC31CCN(C(C)=O)CC1 | -37 | nt | 1 | nt
COc1ccc2c3c([nH]c2c1)[C@@H](CO)N(C(=O)C1CCOCC1)CC31CCN(C)CC1 | 27 | nt | 1 | 0.1
CCS(=O)(=O)N1CCC2(CC1)CN(S(=O)(=O)c1ccc(C)cc1)[C@H](CO)c1[nH]c3cc(OC)ccc3c12 | -53 | nt | 10 | -0.6

Taken from above.
Entry for `CC(C)C#Cc1cnc2c(c1)C(=O)N([C@@H](C)CO)C[C@@H](C)[C@H](CN(C)Cc1ccccc1F)O2` under T cruzi growth: 45
Entry for `CCC(=O)N[C@@H]1CC[C@H](CC(=O)NCc2ccccc2OC)O[C@@H]1CO` under Pf Dd2 inh: 12

High-throughput results (PubChem)
